High-throughput results from PubChem BioAssay.
G9a block: qHTS Assay for Inhibitors of Histone Lysine Methyltransferase G9a. G9a H3K9 monomethylation, AlphaScreen, 2 h. Potency, µM (doses to about 102 µM), for inactives: at the highest dose activity, negative = inhibition, usual class: inhibitors. actives 8.8% (n = 350,000). Histone-lysine N-methyltransferase EHMT2 (Homo sapiens), Q96KQ7; further: potency means the concentration at half of the fitted maximal effect; on the % scale 0 is the no-effect control and ±100 the full control effect; nearly all actives have a fitted effect of over 75% in size
Target sequence (Q96KQ7 913-1193 limits assumed): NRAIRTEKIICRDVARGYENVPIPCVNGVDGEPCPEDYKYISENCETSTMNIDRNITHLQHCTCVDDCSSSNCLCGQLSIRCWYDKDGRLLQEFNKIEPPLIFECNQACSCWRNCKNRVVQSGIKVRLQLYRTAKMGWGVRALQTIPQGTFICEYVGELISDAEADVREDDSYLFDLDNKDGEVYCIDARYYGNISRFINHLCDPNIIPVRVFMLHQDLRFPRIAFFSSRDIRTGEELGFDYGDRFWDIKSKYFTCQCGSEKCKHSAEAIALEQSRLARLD
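Readings reflect AlphaScreen signal from monomethyl-H3K9 antibody detection. HMT at 20 nM; substrate b-H3K9 500 nM; cofactor SAM 20 uM; 2 h RT reaction; compounds tested as titrations in qHTS with 15 min preincubation.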
JMJD2A Tudor inh: qHTS Assay for Inhibitors of JMJD2A-Tudor Domain | actives 4.4% (n = 390,000) | Lysine-specific demethylase 4A (Homo sapiens), O75164 | Potency, µM (series often up to 114 µM), for the others: top-dose activity change, negative = inhibition, most hits filed as inhibitors | AlphaScreen JMJD2A-Tudor / H3K4me3 peptide binding; further: potency means the concentration at half of the fitted maximal effect; on the % scale 0 is the no-effect control and ±100 the full control effect; nearly all actives have a fitted effect of over 50% in size
Tb PGK inh: qHTS Assay to Find Inhibitors of Phosphoglycerate Kinase. Phosphoglycerate kinase, glycosomal (Trypanosoma brucei brucei), P07378. PGK/GAPDH coupled, Kinase-Glo luminescence, 60 min. Potency, µM (series often up to 57.5 µM), for the others: at the highest dose activity change, negative = inhibition, most hits filed as inhibitors. actives 0.043% (n = 380,000); further: potency means the concentration at half of the fitted maximal effect; on the % scale 0 is the no-effect control and ±100 the full control effect; nearly all actives have a fitted effect of over 60% in size
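Luminescent ATP detection (Kinase-Glo Plus) follows a 60-minute room-temperature incubation, with wells lacking PGK as controls. Buffer: 100 mM TEA (pH 7.6), 5 mM MgCl2, 0.01% Tween-20. Coupling enzyme GAPDH (100 nM final) supplies unstable 1,3-BPG in-well.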
Pin1 inh: qHTS Assay to Find Inhibitors of Pin1 | AID 504891, 2011 | Pin1 FP peptide displacement, HiFluor488, 10 min | Potency, µM (top dose mostly 115 µM), for the others: at the top dose activity, negative = inhibition, usual class: inhibitors | actives 0.009% (n = 390,000) | Peptidyl-prolyl cis-trans isomerase NIMA-interacting 1 (Homo sapiens), Q13526; active means well fitted inhibition curve with a large enough effect in the polarisation, with a control signal flat, not every such curve was filed as active; inconclusive means small, poorly fitted or top-dose-only effect, or effect the other way, or a change in a side signal; inactive means no such curve, though single readings can be large or run the other way; the % refers to the polarisation; further: potency means the concentration at half of the fitted maximal effect; on the % scale 0 is the no-effect control and ±100 the full control effect
GLS inh: qHTS for Inhibitors of Glutaminase (GLS). GLS enzymatic activity, qHTS titration. Potency, µM (highest dose often 45.5 µM), for the others: at the top dose activity change, negative = inhibition, hits mostly inhibitors. actives 0.21% (n = 410,000). AID 624170, 2012; further: potency means the concentration at half of the fitted maximal effect; on the % scale 0 is the no-effect control and ±100 the full control effect
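Two-point fluorescence kinetic (t0, 30 min RT) for hKGA; glutamate detected via glutamate oxidase–HRP–Amplex Red. Substrate: 1 mM L-glutamine solution; buffer 45 mM KH2PO4, pH 8.2.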
Pol eta inh: qHTS for Inhibitors of Polymerase Eta; recombinant Pol eta, fluorescent DNA replication assay; actives 1.2% (n = 390,000); Potency, µM (doses to about 114 µM), inactives show at the top dose activity change, negative = inhibition, actives largely listed as inhibitors; AID 588591, 2011; further: potency means the concentration at half of the fitted maximal effect; on the % scale 0 is the no-effect control and ±100 the full control effect
Target sequence (Q9Y253 whole entry, looked up): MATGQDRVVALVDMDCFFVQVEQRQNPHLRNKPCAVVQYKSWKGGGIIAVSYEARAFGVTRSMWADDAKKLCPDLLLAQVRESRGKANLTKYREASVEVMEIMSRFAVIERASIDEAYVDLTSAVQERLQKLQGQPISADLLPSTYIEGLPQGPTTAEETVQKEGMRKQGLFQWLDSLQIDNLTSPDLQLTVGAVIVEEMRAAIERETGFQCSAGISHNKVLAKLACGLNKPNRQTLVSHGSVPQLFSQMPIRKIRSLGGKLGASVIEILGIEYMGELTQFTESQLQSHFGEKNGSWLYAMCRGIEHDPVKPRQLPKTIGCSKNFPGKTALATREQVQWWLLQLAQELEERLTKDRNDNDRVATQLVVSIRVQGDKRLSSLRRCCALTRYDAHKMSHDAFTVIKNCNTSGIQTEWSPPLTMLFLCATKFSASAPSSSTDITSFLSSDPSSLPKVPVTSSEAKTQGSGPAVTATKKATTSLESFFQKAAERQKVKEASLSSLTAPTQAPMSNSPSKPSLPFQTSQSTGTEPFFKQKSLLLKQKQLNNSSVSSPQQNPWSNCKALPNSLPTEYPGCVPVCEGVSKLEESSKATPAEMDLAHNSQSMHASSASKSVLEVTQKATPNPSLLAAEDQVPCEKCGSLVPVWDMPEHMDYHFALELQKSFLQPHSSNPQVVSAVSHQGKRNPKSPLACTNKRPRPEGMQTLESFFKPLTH
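Fluorescent replication assay: 50 nM final substrate added after a 15 min room-temperature compound preincubation with 10 nM enzyme. Signal taken at 0 min and again at 10 min.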
PI4K2A inh: qHTS for small molecular inhibitors of PI4K2A; Phosphatidylinositol 4-kinase type 2-alpha (Homo sapiens), Q9BTU6; purified PI4K2A, ADP-Glo luminescence, 1 h; hits give low values; activity change, negative = inhibition, % at 76.9 µM; actives 0.13% (n = 420,000); AID 1346378, 2018; in the data active means activity change below about -50%; inconclusive means mostly about -30% to -49%;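 further: -100% = wells without enzyme as full effect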
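In this quantitative HTS, ADP production by PI4K2A was quantified luminescently after 1 h at ambient temperature; 100 microM adenosine served as plate-quality control.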
HP1b chromo inh: HTS for Inhibitors of HP1-beta Chromodomain Interactions with Methylated Histone Tails. AlphaScreen HP1-beta / biotin-H3K9me3 peptide binding. Potency, µM (doses to about 114 µM), for the others: top-dose activity change, negative = inhibition, actives largely listed as inhibitors. actives 0.56% (n = 390,000). AID 540317, 2011; further: potency means the concentration at half of the fitted maximal effect; nearly all actives have a fitted effect of over 70% in size; inactives centre near 23
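HP1-beta protein (50 nM final) preincubated 30 min at room temperature with biotinylated H3(1-18)K9me3 peptide (50 nM) in PBS pH 7.4, 0.01% Tween-20, then compound added for 30 min. AlphaScreen streptavidin donor/nickel chelate acceptor beads (10 ug/mL final), 30 min dark, luminescence read.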
BAZ2B inh: qHTS Assay for Inhibitors of BAZ2B; Bromodomain adjacent to zinc finger domain protein 2B (Homo sapiens), Q9UIF8; AlphaScreen BAZ2B-H3K14Ac peptide displacement; Potency, µM (series often up to 114 µM), for inactives: at the top dose activity change, negative = inhibition, most hits filed as inhibitors; actives 4.4% (n = 360,000); AID 504333, 2011; further: potency means the concentration at half of the fitted maximal effect; on the % scale 0 is the no-effect control and ±100 the full control effect; nearly all actives have a fitted effect of over 60% in size
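Protein-peptide AlphaScreen: BAZ2B 50 nM, b-H3K14Ac 50 nM, 1x PBS pH 7.4 + 0.01% Tween-20. Preincubation 30 min RT; cpd 30 min RT (top 110 uM); beads 20 min RT, light-protected.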
* hit, by the source's call; i = inactive; ? = inconclusive; / = not tested or not shown; & = joins results of further samples; [ ] = dose if it differs, or a comment. Unless noted, the call rests on the fitted dose curve; in most records, active means well fitted curve in the direction sought with a large enough effect; inconclusive means small, poorly fitted or top-dose-only effect, or another doubt; inactive means no such curve, though single readings can be large; an effect the other way counts as inactive or inconclusive. Only part of the results is shown. The share of hits here may be higher or lower than overall.

Results follow in this order: Tb PGK inh | PI4K2A inh | G9a block | GLS inh | Pin1 inh | HP1b chromo inh | Pol eta inh | JMJD2A Tudor inh | BAZ2B inh
O=C(COc1ccc(Cl)cc1Cl)OCn1nnc2ccccc2c1=O
→ i | -2 | 0% | -16% | -4% | 73%[activator] | -16% | 12% | 9%
CCn1cc(C(C)NC(=O)COc2ccc(Cl)cc2C)c(C)n1 (stereo not given)
→ 26% | 0 | -47% | 1% | -4% | 20% | -21% | 3% | -6%
O=C(NCCCN1CCCC1=O)c1cccc(NS(=O)(=O)c2ccccc2)c1
→ -7% | -2 | 5% | 3% | -14% | 26% | -14% | -17% | 11%
CCOC(=O)c1sc(NC(=O)c2ccccc2OC)nc1C
→ -12% | -11 | 21%[59 µM] | 0% | 2% | 63%[activator] | -17% | -15% | -2%
CN(CC(=O)Nc1cccc(F)c1)C(=O)C1CC(=O)N(Cc2ccco2)C1 (stereo not given)
→ -7% | 0 | -16%[12.7 µM] | ? | -7% | 33% | -10% | -2% | 3%
CC(=O)N1c2ccc(S(=O)(=O)N(C)CC(=O)N3CCCC3)cc2CC1C (stereo not given)
→ -4% | 9 | 13% | -15% | -1% | 39%[activator] | -22% | -3% | -5%
COc1ccc(CNCc2cc(C)c(OC)cc2C)c(OC)c1
→ -5% | 0 | / | 0% | 1% | ? | -4% | 20µM* | 50µM*
CC(=O)Nc1cc(C(=O)O)ccc1S(=O)(=O)c1ccc(Cl)cc1
→ -9% | 1 | 50µM* | -5% | -14% | 30% | -15% | -7% | ?
COCCNC(=O)c1cc(S(=O)(=O)N2CCC3(CC2)OCCO3)ccc1F
→ -4% | 8 | / | -10% | / | / | -1% | / | /
CC(=O)c1cccc(NC(=S)NC(=O)c2ccc(C)cc2)c1
→ i | 6 | ? | -4% | -4% | 8% | -17% | 11% | -26%
COc1ccccc1N1CCN(C(=O)/C=C/c2ccco2)CC1
→ -7% | 3 | ? | 0% | 0% | 22% | ? | -28% | -21%
COc1ccc(CCNC(=O)COC(=O)COc2c(C)cc(C)cc2C)cc1OC
→ -6% | 8 | / | -6% | 2% | 46%[activator] | -17% | -20% | -21%
CCC(=O)c1ccc(OCC(=O)OC(C)C(=O)NCc2ccc3c(c2)OCO3)cc1 (stereo not given)
→ -9% | 4 | 3% | -12% | 2% | 33% | -15% | 1% | 6%
CCCNC(=S)N1CCN(Cc2ccc3c(c2)OCO3)CC1
→ -5% | -4 | 20µM* | -9% | -4% | ? | -14% | 28µM* | ?
O=C(C1CCN(CCc2ccccc2)CC1)N1CCOCC1
→ -1% | 4 | / | -3% | 4% | 27% | -11% | -8% | /
Cc1ccc(NC(=O)c2cc3nc(-c4ccc5c(c4)OCO5)cc(C(F)(F)F)n3n2)cc1Cl
→ -9% | -5 | 8%[59 µM] | -1% | 14% | 34% | -10% | 2% | -15%
O=C(COc1ccc(Cl)cc1)Nc1ccc(-c2nc3ccccc3s2)c(O)c1
→ 0% | 1 | -29%[59 µM] | 14% | -3% | -7% | -6% | -21% | -5%
COc1ccc(/C=C/C(=O)N2CCN(c3ccccn3)CC2)c(OC)c1OC
→ / | -4 | -13%[2.33 µM] | -5% | 1% | 44%[activator] | -16% | -4% | -1%
O=C1c2ccccc2C(O)N1Cc1ccco1 (stereo not given)
→ 2% | -3 | -6%[59 µM] | -2% | ? | 36% | 3% | -1% | 13%
O=C(CN1CCN(Cc2ccc(F)cc2)C1=O)NCc1cccs1
→ i | -4 | 1% | -6% | -2% | 38% | -2% | -6% | 2%
CC[C@]12c3[nH]c4cc(-c5ccco5)ccc4c3CCN1C(=O)[C@@H](CC(=O)NC(C)(C)C)C[C@@H]2C(=O)N1CCN(C(=O)C2CC2)CC1
→ -6% | -1 | / | 3% | 23% | 17% | -24% | -20% | /
O=C(OCc1ccccc1)/C(=C/c1ccc(Cl)cc1)NC(=O)c1ccccc1Cl
→ -2% | 6 | / | -1% | -11% | 24% | -13% | 5% | 6%
Cc1cc(C)n(CC(=O)Nc2ccc(N3CCOCC3)c(Cl)c2)c(=O)c1C#N
→ -9% | -10 | 7%[59 µM] | 6% | -4% | -5% | -4% | -9% | 5%
O=C(COC(=O)Cc1ccc(Cl)cc1)NCc1ccc(Cl)cc1
→ 4% | 1 | / | 2% | / | / | -3% | / | /
O=c1[nH]c(/C=C\c2ccccc2F)nc(O)c1[N+](=O)[O-]
→ -1% | -20 | -1%[0.501 µM] | 6% | / | 17% | -1% | -30% | 3%
O=C(COC(=O)c1cccc(S(=O)(=O)N2CCOCC2)c1)NC1CCCCC1
→ -8% | 2 | / | -3% | / | / | 0% | / | /
CCOC(=O)c1ccc(NC(=O)Cn2cc(C(=O)c3cccs3)c3ccccc32)cc1
→ 12% | 1 | ? | -1% | 14% | 8% | -13% | -24% | -22%
CCCCC(=O)N1CCN(c2nc3ccc(Br)cc3s2)CC1
→ ? | 6 | 16%[0.501 µM] | -1% | -3% | 37% | -4% | 6% | 2%
CCOc1ccc(-n2ccnc(SCC(=O)NCCc3ccccc3)c2=O)cc1
→ -2% | -9 | -13%[2.33 µM] | 7% | 0% | 18% | -3% | -23% | 1%
COc1ccc(CCNC(=O)Cn2nnc(-c3ccc(OC)c(OC)c3)n2)cc1OC
→ -9% | -1 | 2%[12.7 µM] | -6% | -4% | 37% | -15% | -8% | -4%
COc1cccc(OC)c1C(=O)Nc1c(C)n(C)n(-c2ccccc2)c1=O
→ -10% | 1 | 7% | 0% | -10% | 20% | 0% | -30% | -3%
O=C(c1ccc(CS(=O)Cc2ccc(Cl)cc2)o1)N1CCN(c2cccc(Cl)c2)CC1 (stereo not given)
→ -6% | 3 | / | -3% | 0% | 9% | -23% | ? | ?
CCOc1ccc(NC(=O)CSc2nnc(-c3ccc(C)cc3)c(-c3ccc(C)cc3)n2)cc1
→ 7% | 1 | -27%[59 µM] | 2% | 26% | 3% | -8% | ? | -13%
COc1ccc(CCNC(=S)NCCc2ccc(OC)c(OC)c2)cc1OC
→ -5%&-9% | 11&1 | -6% | ? | -10% | 9% | -15%&-19% | -30% | -24%
Cc1ccc(CNC(=O)CSc2nnc(CNC(=O)c3ccc(F)cc3)o2)cc1
→ -4% | -2 | / | -7% | / | / | -5% | / | /
CCN(c1ccccc1)S(=O)(=O)c1cccc(C(=O)NCC(c2cccs2)N(C)C)c1 (stereo not given)
→ 3% | 2 | -3% | 4% | 2% | -2% | -7% | -22% | -32%
Cc1c(NC(=O)Cn2ccc([N+](=O)[O-])n2)c(=O)n(-c2ccccc2)n1C
→ i | -13 | -2% | -13% | -11% | 9% | -3% | -4% | 9%
Cc1cc(C)nc(N(C#N)CN2C(=O)c3ccccc3C2=O)n1
→ -8% | 1 | 5%[12.7 µM] | -1% | -10% | 11% | 1% | -1% | 30%
CN(CC(=O)Nc1cccc([N+](=O)[O-])c1)S(=O)(=O)c1ccccc1
→ -3% | 6 | -8%[59 µM] | 2% | 0% | 27% | -11% | 5% | -37%
CCCn1c(CCC(=O)Nc2cccc(CC)c2)nc2cccnc21
→ 3% | -2 | ? | 3% | 1% | 37% | -17% | -21% | ?

Single records (already shown). Screens in order: Tb PGK inh | PI4K2A inh | G9a block | GLS inh | Pin1 inh | HP1b chromo inh | Pol eta inh | JMJD2A Tudor inh | BAZ2B inh
Record of Cc1c(NC(=O)Cn2ccc([N+](=O)[O-])n2)c(=O)n(-c2ccccc2)n1C = i | -13 | -2% | -13% | -11% | 9% | -3% | -4% | 9%
Record of Cc1ccc(CNC(=O)CSc2nnc(CNC(=O)c3ccc(F)cc3)o2)cc1 = -4% | -2 | / | -7% | / | / | -5% | / | /
Record of COc1ccc(CCNC(=S)NCCc2ccc(OC)c(OC)c2)cc1OC = -5%&-9% | 11&1 | -6% | ? | -10% | 9% | -15%&-19% | -30% | -24%
Record of O=C(c1ccc(CS(=O)Cc2ccc(Cl)cc2)o1)N1CCN(c2cccc(Cl)c2)CC1 (stereo not given) = -6% | 3 | / | -3% | 0% | 9% | -23% | ? | ?
Record of Cc1cc(C)nc(N(C#N)CN2C(=O)c3ccccc3C2=O)n1 = -8% | 1 | 5%[12.7 µM] | -1% | -10% | 11% | 1% | -1% | 30%

Following part:
Results follow in this order: Tb PGK inh | PI4K2A inh | G9a block | GLS inh | Pin1 inh | HP1b chromo inh | Pol eta inh | JMJD2A Tudor inh | BAZ2B inh
Cc1ccc(S(=O)(=O)NCCOc2nc(N(C)C)nc(N(C)C)n2)cc1
→ -8% | -1 | / | 9% | -10% | -2% | 12% | -10%[11.4 µM] | -2%
CC(C)c1ccc(NC(=O)C2CC(=O)N(C(C)C)C2)cc1 (stereo not given)
→ 7% | -4 | 13%[59 µM] | 2% | 8% | 54%[activator] | -12% | -7% | -1%
Cc1cccc(NC(=O)CCS(=O)(=O)c2ccc(Br)cc2)c1
→ -10% | -3 | -4% | 0% | -1% | 23% | -11% | -3% | 4%
COc1ccc(CC(=O)Nc2nc3c(s2)CC(C(C)(C)C)CC3)cc1 (stereo not given)
→ -9% | -3 | 1%[59 µM] | 6% | 3% | 22% | -11% | -26% | -1%
S=C(Nc1ccc2cn[nH]c2c1)Nc1ccccc1Cl
→ -5% | -5 | ? | -2% | -9% | 4% | -7% | -5% | 1%
